PGC1a acetyl inh: lowers PGC1a acetylation signal in U2OS cells. inhibition, % at 15.6 µM. 350,000 compounds, 0.17% hits. AlphaScreen anti-acetyl-lysine; with virally co-expressed GCN5 acetyltransferase;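 active = every replicate shows inhibition of at least 40%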;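 note: 0% = neutral control wells and 100% = positive control wells; some results beyond the cut were filed as inactive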
Statin myotox sup: suppression of simvastatin myotoxicity. C2C12 myotubes + simvastatin, ATP luminescence, 48 h; scaled: DMSO 0, geranylgeraniol control 100. rescue of ATP level, % at 7.49 µM. 330,000 compounds, 0.78% hits. AID 602340;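 active = mean ATP rescue above about 67%, or every replicate alone reaching that limit, limit read from the data, passing the limit was not always enough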;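 note: myotubes were challenged with 10 µM simvastatin during compound exposure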
INS-1E GSIS act: GLuc luminescence reporter in INS-1E cells, primary screen for activators of glucose-dependent secretion of insulin; activation, % at 16.6 µM; INS-1E GLuc reporter insulin secretion, 2-3 h; 370,000 compounds, 0.61% hits;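 active = lowest replicate activation of at least 40%, so every replicate reaches that level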;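 note: 0% = median of neutral control wells and 100% = median of IBMX positive control wells; some compounds called inactive have numbers as strong as hits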
ARNT TACC3 PPI: disrupts binding between human ARNT and TACC3; AlphaScreen His-ARNT PAS-B/GST-TACC3 binding, luminescence; TACC3 fragment carries E629A point mutation; inhibition, % at 9.99 µM; Q9Y6A5; 390,000 compounds, 0.66% hits;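 active = mean inhibition of replicates at least 50% and at least half of replicates each reaching 50%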;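 note: 0% = complete ARNT plus TACC3 wells and 100% = ARNT alone without TACC3; many hits fall short of the cut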
LGR2 inh: Drosophila LGR2 receptor signaling inhibition; HEK293 LGR2, CRE-luciferase, bursicon-stimulated, 4 h; inhibition, % at 9.99 µM; 380,000 compounds, 0.35% hits;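 active = drop in luminescence signal, shown as inhibition above about 50% in the replicate tests, limit read from the data, passing the limit was not always enough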;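 note: agonist challenge used bursicon conditioned medium at about half maximal strength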
PglD inh: inhibitors of Campylobacter jejuni PglD acetyltransferase; purified PglD enzyme, DTNB colorimetric CoA detection; inhibition, % at 12.5 µM; 360,000 compounds, 0.098% hits; AID 602405; in the data active = inhibition above about 16%, passing the limit was not always enough; note: strong numbers were not always called active
Cneo AK release: Cryptococcus neoformans lysis via adenylate kinase release; lysis activity, % at 15 µM; C. neoformans lysis, adenylate kinase release luminescence, 4 h; normalised: neutral wells 0, clomiphene wells 100; 360,000 compounds, 0.2% hits;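 active = mean lysis activity across replicates of at least 80%, whatever share of replicates individually reach that level; inactive = mean lysis activity below 80%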
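Material – Cryptococcus neoformans yeast cells · Quantity – 5 × 10^6 yeast cells/mL · Buffer or medium – YPD medium · Compound – single dose · Timing – 4 h static compound exposure, 37 °C, read 1 h post-reagent · Signal – adenylate kinase release luminescence · Read-out basis – lysis from increased AK signal · Benchmarks – Clomiphene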
PAX8 reporter: PAX8 transcriptional activity inhibition. RMG-I TPO-luciferase reporter, SteadyGlo, 24 h. inhibition, % at 12.6 µM. 360,000 compounds, 1.2% hits;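 active = mean replicate inhibition at least 60% with every replicate also reaching 60%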;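 note: luciferase light reporting Pax8 driven TPO promoter activity; plate controls were median of neutral control wells for no effect and mitoxantrone controls for full effect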
An asterisk follows results filed as active; x = not tested or not shown.

SMILES | PGC1a acetyl inh | Statin myotox sup | INS-1E GSIS act | ARNT TACC3 PPI | LGR2 inh | PglD inh | Cneo AK release | PAX8 reporter
COC(=O)c1cc(C)nc2c1c(C)nn2-c1ccccc1 | -12 | -5 | 32 | -2 | -16 | -3 | 0 | -16
Cc1c(CCC(=O)O)c(=O)oc2c(C)c3occ(-c4ccc(Br)cc4)c3cc12 | x | 7 | 2 | 56* | 5 | -2 | 0 | 18
CCN(CC)CCNC(=O)c1cn(CC)c2cc(N3CCN(C)CC3)c(F)cc2c1=O | x | 9 | 16 | -4 | -12 | 1 | -4 | 3
CCOc1ccccc1OCCCC(=O)Nc1ccc(S(=O)(=O)Nc2cc(C)nc(C)n2)cc1 | -4 | 0 | 12 | 2 | 1 | 0 | 0 | -70
C[C@H](CO)N1C[C@H](C)[C@@H](CN(C)S(C)(=O)=O)OCCCC[C@H](C)Oc2ccc(NS(=O)(=O)c3ccc(Cl)cc3)cc2C1=O | -4 | 0 | -15 | 0 | -6 | 2 | 1 | 10
CCOc1ccc(-c2nc3ccccc3c(=O)o2)cc1 | 1 | x | -10 | 0 | 12 | -5 | -5 | -88
O=C(Nc1nc2ccc([N+](=O)[O-])cc2s1)c1ccncc1 | 5 | -50 | 6 | -8 | -62 | x | x | -80
COc1ccccc1CNS(=O)(=O)c1c(C)cc(C)cc1C | -12 | -6 | -35 | x | 6 | -5 | 4 | 13
C[C@@H]1CCCCO[C@@H](CN(C)Cc2ccncc2)[C@@H](C)CN([C@@H](C)CO)C(=O)c2cc(NS(=O)(=O)c3ccc(Cl)cc3)ccc2O1 | 3 | -48 | -12 | 0 | 1 | 3 | 0 | -8
COc1ccc2c(c1)CCC1=C2NC(=S)NC1c1ccc(N(C)C)cc1 (stereo not drawn) | x | 16 | x | 4 | 1 | 1 | 4 | 17
C[C@@H]1CN([C@H](C)CO)C(=O)c2cc(C#CCN(C)C)cnc2O[C@H]1CN(C)Cc1cccc(F)c1 | -13 | -5 | 9 | -2 | -3 | 2 | -2 | -13
CN(C)c1nc(C(F)(F)F)cc(=O)[nH]1 | x | x | -4 | 2 | -4 | x | x | 0
Cc1ccc(NC2CC(=O)N(c3ccc(C)cc3)C2=O)cc1 (stereo not drawn) | -8 | 12 | -6 | 1 | -79 | 3 | -1 | x
O=C(NC(=S)NNC(=O)c1ccccc1O)c1ccccc1 | x | 9 | -20 | 55* | -29 | -1 | -2 | -11
O=C(N/N=C/c1coc2ccccc2c1=O)c1ccc(Cl)cc1 | 3 | x | 21 | 1 | 2 | 1 | 0 | 7
COc1ccc(/C=N/Nc2nc3ccccc3c(=O)n2-c2ccccc2)cc1OC | x | x | 16 | 1 | -7 | x | x | -62
Cc1nc(-c2ccc(F)cc2)c(CC(=O)N(C)CC(=O)Nc2ccc(F)cc2)s1 | x | 0 | -36 | -1 | -14 | 1 | 0 | -4
COc1ccccc1C(=O)NC1CCN(C(=S)NCCc2ccccc2)CC1 | -6 | x | -14 | 7 | -17 | x | x | -5
N#C[C@@H]1[C@H](c2ccc(C3=CCCCC3)cc2)[C@@H](CO)N1S(=O)(=O)c1ccccc1 | 5 | -5 | -13 | 1 | -1 | 0 | 5 | -20
COc1ccc(CN(C)c2ccc(S(=O)(=O)N3CCN(C)CC3)cc2[N+](=O)[O-])cc1OC | 1 | -37 | x | -5 | x | 3 | -3 | 36
CC(C)C[C@H](NC(=O)c1nc[nH]c1C(=O)NCc1ccc(CNC(=O)OC(C)(C)C)cc1)C(=O)OC(C)(C)C | x | 14 | -9 | x | 25 | 3 | -3 | 52
O=c1c2ccccc2nc(SCc2cc(F)ccc2F)n1C1CCCC1 | 11 | -6 | -21 | -3 | x | -3 | 1 | x
Cc1ccc(CC(=O)Nc2ccc(S(=O)(=O)Nc3ncccn3)cc2)cc1 | 11 | 7 | 5 | 19 | 3 | -1 | -4 | 25
CC(C)NC(=O)Nc1ccc2c(c1)C(=O)N([C@H](C)CO)C[C@@H](C)[C@@H](CN(C)Cc1ccc(C(F)(F)F)cc1)OCCCC[C@H](C)O2 | 2 | x | -17 | 8 | -6 | -1 | -1 | 8
COc1cc2c(cc1NC(=O)c1cccnc1)oc1ccccc12 | -3 | -54 | 5 | 4 | -48 | 1 | 1 | x
CCOc1ccc(C(C)=O)cc1COC(=O)c1cccnc1SC | -8 | 3 | 22 | -7 | -1 | 2 | 2 | 10
N#C/C(=C\c1cccc(Oc2ccccc2)c1)C(=O)N1CCOCC1 | 1 | 0 | -8 | -2 | 1 | -6 | 2 | -3
CC(C)c1ccc(NC(=O)C2CCN(S(=O)(=O)c3ccc4c(c3)C(C)(C)C(=O)N4C)CC2)cc1 | -9 | -35 | -19 | -3 | 16 | 0 | 2 | 24
CC(NC(=S)Nc1ccccc1OC(F)F)C(C)(C)C (stereo not drawn) | -8 | x | 17 | -20 | 0 | 1 | 0 | 5
C(=C\c1ccccc1)/CN1CCN(c2ncnc3c2oc2ccccc23)CC1 | 9 | -22 | 81 | 4 | x | x | x | x

Fetched by structure from the entries so far (3):
SMILES | PGC1a acetyl inh | Statin myotox sup | INS-1E GSIS act | ARNT TACC3 PPI | LGR2 inh | PglD inh | Cneo AK release | PAX8 reporter
C[C@@H]1CN([C@H](C)CO)C(=O)c2cc(C#CCN(C)C)cnc2O[C@H]1CN(C)Cc1cccc(F)c1 | -13 | -5 | 9 | -2 | -3 | 2 | -2 | -13
Cc1nc(-c2ccc(F)cc2)c(CC(=O)N(C)CC(=O)Nc2ccc(F)cc2)s1 | x | 0 | -36 | -1 | -14 | 1 | 0 | -4
CC(C)C[C@H](NC(=O)c1nc[nH]c1C(=O)NCc1ccc(CNC(=O)OC(C)(C)C)cc1)C(=O)OC(C)(C)C | x | 14 | -9 | x | 25 | 3 | -3 | 52

Next records
SMILES | PGC1a acetyl inh | Statin myotox sup | INS-1E GSIS act | ARNT TACC3 PPI | LGR2 inh | PglD inh | Cneo AK release | PAX8 reporter
COc1cc(S(=O)(=O)N2CCN(c3ccc(F)cc3)CC2)ccc1Cl | -19 | 16 | x | -11 | x | 7 | -1 | 13
OC(COc1ccc(OCC(O)CN2CCN(Cc3ccccc3)CC2)cc1)CN1CCN(Cc2ccccc2)CC1 (stereo not drawn) | -2 | x | x | x | x | 7 | 0 | 3
O=C(Nc1cccc(Cl)c1)Nc1nnc([C@H]2C[C@H](O)[C@@H](CO)O2)s1 | -8 | 3 | 2 | x | -25 | -5 | -4 | -58
C[C@@H]1CN([C@H](C)CO)C(=O)c2cccc(NS(=O)(=O)c3ccc(F)cc3)c2O[C@H]1CN(C)Cc1ccc(C(F)(F)F)cc1 | -10 | 48 | -11 | -9 | 10 | -2 | 2 | 4
O=C(NC1CCCCC1)C(=O)c1c[nH]c2ccccc12 | x | -13 | -9 | 1 | -78 | 7 | 0 | -192
CCc1ccc([C@H]2[C@@H]3C(=O)C[C@@H]4C(=O)NC(=O)[C@@H]4[C@@H]3CN2S(=O)(=O)c2ccc(C)cc2)cc1 | 2 | 7 | -8 | x | -4 | -3 | 0 | -4
CCCc1c(O)nc(SCC(=O)NCc2ccco2)[nH]c1=O | 32 | x | -1 | 3 | 2 | x | x | -7
CN1CCN(C(=O)c2cccn(Cc3ccc(C(F)(F)F)cc3)c2=O)CC1 | x | x | 13 | -21 | 26 | x | x | 8
CCOC(=O)C1=C(COC(=O)c2cc(S(=O)(=O)N3CCOCC3)ccc2F)NC(=O)NC1C (stereo not drawn) | x | 1 | x | -3 | -8 | 0 | 1 | 8
CCC1(C)Cc2nc3[nH]c(=S)n(-c4ccc(C)cc4)c(=O)c3cc2CO1 (stereo not drawn) | x | x | 1 | -7 | 5 | x | x | -9
CC(C)(C)Nc1nc(OCC(F)(F)F)nc(OCC(F)(F)F)n1 | -9 | 1 | x | 1 | x | -4 | 2 | -5
CN1[C@@H](CO)[C@@H]2c3ccccc3N(C(=O)Nc3cc(F)ccc3F)C[C@@H]21 | 9 | -7 | 10 | -11 | -5 | -1 | -3 | -1
C/C=C/c1cnc2c(c1)C(=O)N([C@@H](C)CO)C[C@H](C)[C@H](CN(C)C(=O)Cc1ccccc1)O2 | 24 | 7 | 1 | 6 | 10 | -1 | 0 | x
Cc1c(C(=O)Nc2c(C)n(C)n(-c3ccccc3)c2=O)oc2ccccc12 | 18 | 1 | x | 17 | x | 4 | -2 | x
CC(C)C1Cc2c(sc3ncnc(NN)c23)CO1 (stereo not drawn) | 5 | 24 | -2 | 61* | -13 | -9 | -1 | -20
CC(C)NC(=O)N(C)C[C@@H]1Oc2cc(C3=CCCCC3)ccc2S(=O)(=O)N([C@H](C)CO)C[C@H]1C | -2 | x | 7 | 6 | 8 | 4 | -5 | x
O=C(N1CCOCC1)N1CCN(S(=O)(=O)c2ccc(Cl)cc2)CC1 | -2 | 0 | -9 | 2 | -2 | -1 | 8 | 0
C[C@@H]1CCCCO[C@@H](CN(C)S(=O)(=O)c2cccs2)[C@@H](C)CN([C@@H](C)CO)C(=O)c2cc(NC(=O)CCC(F)(F)F)ccc2O1 | 5 | x | -7 | -4 | 32 | 2 | 5 | -6
O=C1NC(=S)N/C1=C\c1ccc(N2CCOCC2)cc1 | x | x | 18 | -12 | -5 | x | x | -38
CC(=O)Nc1ccccc1NC(=O)c1ccc2c(c1)OCO2 | 8 | 6 | 7 | x | 7 | 0 | 2 | -6
CCNC(=O)C1(C)CCN1CCC(=O)c1ccc(Br)cc1 (stereo not drawn) | -1 | 3 | 28 | x | -3 | -5 | -2 | 1
COc1cc(-n2c(C)nc3cc(C(=O)NCC4CCCO4)ccc32)cc(OC)c1OC (stereo not drawn) | 16 | -3 | 2 | -3 | 10 | 3 | -1 | 7
O=C(NCc1ccco1)c1sc2cccc(F)c2c1Cl | -11 | 20 | -29 | -8 | -80 | 7 | -2 | x
CC1CCN(CCCNC(=O)C2CCCN(c3ncnc4c3nc3n4CCCCC3)C2)CC1 (stereo not drawn) | -20 | -3 | 10 | -7 | -6 | 1 | -8 | -8
O=C(Nc1ccc(OCC(=O)N2CCOCC2)cc1)c1ccccc1Cl | -10 | 3 | -1 | -4 | 24 | 0 | -11 | -13
CC1CC1C(=O)Nc1nc(-c2ccc(Cl)s2)cs1 (stereo not drawn) | x | x | -5 | 4 | -57 | x | x | -25
CN1C[C@@H]2[C@H](c3ccccc31)[C@@H](CO)N2Cc1ccccc1Cl | -8 | 32 | -1 | 0 | 3 | -4 | -12 | 10
COc1ccc(NC(=O)c2sc3nc(N4CCCC4)c4c(c3c2N)CC(C)(C)OC4)cc1 | x | 4 | 38 | 3 | -32 | -6 | 4 | 6
Cc1cccc(C)c1NC(=O)COC(=O)CNC(=O)C1CCCCC1 | -4 | -7 | 1 | 0 | -8 | -2 | 1 | 4
CCOC(=O)N1CCC(NS(=O)(=O)c2ccc(NC(C)=O)c(Cl)c2)CC1 | 1 | x | -14 | x | 14 | 1 | 0 | 11
CCCCn1cnc2c(SCc3ccccc3)nc(N)nc21 | 2 | 10 | x | x | -62 | 4 | -2 | x
Cc1ccc(NC(=O)c2sc3ncn(CC(=O)N4CCOCC4)c(=O)c3c2C)c(Br)c1 | x | -40 | -3 | 3 | -6 | 3 | 2 | -17
Cc1ccc(CN2[C@@H](CC(C)C)COCCS2(=O)=O)cc1 | -17 | 13 | 11 | x | 0 | -4 | -1 | -10
Cc1ccc(-c2ccc3c(c2)O[C@H](CN(C)C(=O)C2CC2)[C@@H](C)CN([C@@H](C)CO)S3(=O)=O)cc1 | 3 | 39 | -14 | 3 | -20 | 6 | 8 | x

Individual results from above:
CC(C)C[C@H](NC(=O)c1nc[nH]c1C(=O)NCc1ccc(CNC(=O)OC(C)(C)C)cc1)C(=O)OC(C)(C)C | Cneo AK release = -3
O=C(Nc1ccc(OCC(=O)N2CCOCC2)cc1)c1ccccc1Cl | Cneo AK release = -11
CCC1(C)Cc2nc3[nH]c(=S)n(-c4ccc(C)cc4)c(=O)c3cc2CO1 (stereo not drawn) | INS-1E GSIS act = 1

Screens from PubChem.
